Source: PubChem BioAssay
HMGR II inh: inhibitors of E. faecalis class II HMGR, primary screen, biochemical, Enterococcus faecalis. HMG-CoA reductase (Enterococcus faecalis, mvaE). purified E. faecalis HMGR, NADPH absorbance 340 nm kinetic. inhibition, % at 10 µM. 190,000 compounds, 0.41% hits;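 active = inhibition above a set limit, the median over all tested compounds plus 3 SD, cut at about 9.5% in these data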;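 also: enzyme runs in reverse so mevalonate oxidation gives rising NADPH absorbance; 0% = complete reaction with DMSO and 100% = background rate lacking mevalonate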
PPARg SRC1 recr: PPARgamma agonists recruiting SRC-1 coactivator, primary screen, biochemical | 200,000 compounds, 0.41% hits | AID 631, 2007 | activation, % at 8 µM | PPARgamma-SRC-1 coactivator recruitment biochemical assay; in the data active = activation above about 19%;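 also: 0% = DMSO and 100% = reference agonist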
Target sequence (P37231 whole entry, looked up): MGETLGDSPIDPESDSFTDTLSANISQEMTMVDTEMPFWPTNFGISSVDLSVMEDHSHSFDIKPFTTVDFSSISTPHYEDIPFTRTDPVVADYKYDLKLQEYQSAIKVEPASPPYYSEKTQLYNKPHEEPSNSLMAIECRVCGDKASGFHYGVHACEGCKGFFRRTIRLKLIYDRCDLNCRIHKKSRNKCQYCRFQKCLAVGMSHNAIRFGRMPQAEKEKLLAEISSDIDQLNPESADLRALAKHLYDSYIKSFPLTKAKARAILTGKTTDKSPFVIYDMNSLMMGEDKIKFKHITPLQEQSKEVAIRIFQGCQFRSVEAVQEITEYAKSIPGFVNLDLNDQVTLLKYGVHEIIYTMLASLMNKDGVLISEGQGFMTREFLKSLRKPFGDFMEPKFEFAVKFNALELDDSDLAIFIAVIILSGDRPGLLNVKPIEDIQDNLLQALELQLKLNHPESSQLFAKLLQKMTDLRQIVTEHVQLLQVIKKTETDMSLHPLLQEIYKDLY
bIAP act: bovine intestinal alkaline phosphatase activators, primary screen, biochemical, bovine IAP, CDP-star luminescence | alkaline phosphatase, intestinal [Bos taurus] | purified bovine IAP, 30 min; active compounds read high; fold of DMSO-control signal, blank-subtracted | activation factor at 20 µM | 200,000 compounds, 0.17% hits;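 active = activation factor of 2 or more at 20 µM, a signal rise over negative controls twice the positive control's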
PPARg SRC3 recr: PPARgamma agonists recruiting SRC-3 coactivator, primary screen, biochemical | AID 731, 2007 | activation, % at 8 µM | 200,000 compounds, 0.26% hits | Peroxisome proliferator-activated receptor gamma (Homo sapiens), P37231 | biochemical PPARgamma/SRC-3 coactivator recruitment assay; in the data active = activation above about 23%;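 also: 0% = DMSO and 100% = reference agonist; some compounds past the cut are filed as inactive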
PPARg SRC2 recr: agonists of PPARg-SRC-2 recruitment, primary screen, biochemical, HTS. PPARgamma LBD-SRC-2 recruitment. AID 1032, 2008. 200,000 compounds, 0.34% hits. activation, % at 8 µM; in the data active = activation above about 22%;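 also: 0% = vehicle and 100% = reference agonist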
bIAP inh: bovine intestinal alkaline phosphatase inhibitors, primary screen, selectivity assay for TNAP inhibitor project, biochemical, bovine IAP, CDP-star luminescence | alkaline phosphatase, intestinal [Bos taurus] | purified bovine IAP, 30 min | inhibition, % at 20 µM | 190,000 tested, under 10 active | AID 1019, 2008;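 active = over 50% inhibition of intestinal alkaline phosphatase at 20 µM in the single-dose screen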
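Incubation: 30 min reaction at room temperature / Material: purified bovine intestinal alkaline phosphatase (IAP) enzyme / Input: enzyme at 1/65,000,000 dilution / Dosing: 20 µM single dose / Signal: CDP-star luminescence signal / Reagent: CDP-star chemiluminescent phosphatase substrate, 30 µM final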
TNAP inh noacc: human TNAP enzyme inhibitors, primary screen, biochemical, luminescent, no phosphate acceptor, uHTS. 200,000 compounds, 0.26% hits. purified TNAP, CDP-star luminescence, 30 min. AID 1012, 2008. inhibition, % at 20 µM;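 active = tissue-nonspecific alkaline phosphatase inhibition above about 50% at 20 µM in the single-dose screen, limit read from the data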;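 also: 0% = DMSO negative control and 100% = EDTA positive control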
Target sequence (P05186 whole entry, looked up): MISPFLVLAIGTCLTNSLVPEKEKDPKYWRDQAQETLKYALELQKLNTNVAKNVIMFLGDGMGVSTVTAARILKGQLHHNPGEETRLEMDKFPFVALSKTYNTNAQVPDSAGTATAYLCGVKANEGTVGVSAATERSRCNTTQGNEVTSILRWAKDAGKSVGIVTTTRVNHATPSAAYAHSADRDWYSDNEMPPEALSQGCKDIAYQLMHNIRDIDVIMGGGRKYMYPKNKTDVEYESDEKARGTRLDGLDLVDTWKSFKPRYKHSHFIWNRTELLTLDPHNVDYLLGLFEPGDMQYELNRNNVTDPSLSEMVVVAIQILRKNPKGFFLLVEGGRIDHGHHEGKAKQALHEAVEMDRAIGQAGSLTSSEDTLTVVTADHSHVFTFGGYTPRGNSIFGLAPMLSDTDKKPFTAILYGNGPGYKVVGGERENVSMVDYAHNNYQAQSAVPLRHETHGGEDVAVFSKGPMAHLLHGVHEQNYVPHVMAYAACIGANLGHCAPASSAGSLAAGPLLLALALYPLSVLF
SRC2 TRFRET art: TR-FRET signal artefacts, primary screen, artefact control for PPARgamma SRC-2 agonist project, biochemical | TR-FRET artefact counter-screen; active compounds read high | TR-FRET ratio at 8 µM | 200,000 compounds, 0.4% hits; in the data active = TR-FRET ratio above about 2000; also: inactives centre near 1500
TNAP act hiacc: TNAP activators at high phosphate acceptor level, primary screen, biochemical, luminescence, uHTS; activation factor at 20 µM; purified TNAP, CDP-star luminescence, 1 M DEA, 30 min; active compounds read high; 0 = EDTA background, 1 = DMSO-only activity; AID 1136, 2008; 200,000 tested, under 10 active; Alkaline phosphatase, tissue-nonspecific isozyme (Homo sapiens), P05186;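 active = activation factor at least 2 at 20 µM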
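Measured by: Luminescent substrate turnover signal | Test system: Human TNAP | Input: TNAP 1/800 final | Dosing: 20 µM single point | Schedule: 30 min, room temperature | Controls: EDTA wells as negative control, DMSO wells as positive control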
TNAP inh hiacc: human TNAP enzyme inhibitors, primary screen, biochemical, luminescent, high phosphate acceptor level, uHTS. Alkaline phosphatase, tissue-nonspecific isozyme (Homo sapiens), P05186. purified TNAP, CDP-star luminescence, 1 M DEA. inhibition, % at 20 µM. 200,000 compounds, 0.03% hits. AID 1135, 2008;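 active = over 50% inhibition of tissue-nonspecific alkaline phosphatase at 20 µM in the single-dose screen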;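 also: plate controls were DMSO wells for no effect and EDTA-quenched wells as full inhibition for full effect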
Starred values were filed as active, the others as inactive.

`C[C@@H]1CN(c2nc3nonc3nc2N2CCSCC2)C[C@H](C)O1` gave HMGR II inh -10.3, PPARg SRC1 recr -2.3, bIAP act 0.9, PPARg SRC3 recr -7.4, PPARg SRC2 recr -1.1, bIAP inh 5.0, TNAP inh noacc -7.1, SRC2 TRFRET art 1403, TNAP act hiacc 1.1 and TNAP inh hiacc -6.0.
`Cc1ccc(/C=C/C(=O)O)cc1S(=O)(=O)Nc1ccccc1C(=O)O` gave HMGR II inh -4.2, PPARg SRC1 recr -0.6, bIAP act 1, PPARg SRC3 recr 3.2, PPARg SRC2 recr 5.6, bIAP inh 0.5, TNAP inh noacc -6.7, SRC2 TRFRET art 1555, TNAP act hiacc 1 and TNAP inh hiacc -1.7.
For O=C(N/N=C/c1cn(-c2ccccc2)nc1-c1cc2ccccc2o1)c1cccnc1 the results were HMGR II inh -6.4, PPARg SRC1 recr 8.7, bIAP act 1, PPARg SRC3 recr 2.6, PPARg SRC2 recr 4.3, bIAP inh 4.9, TNAP inh noacc -12.0, SRC2 TRFRET art 1759, TNAP act hiacc 1 and TNAP inh hiacc -0.7.
Screening C=CCNC(=S)N1CCN(CCN=Cc2c(C)[nH]n(-c3ccc([N+](=O)[O-])cc3)c2=O)CC1 returned HMGR II inh -3.2, PPARg SRC1 recr 0.1, bIAP act 1.1, PPARg SRC3 recr 2.6, PPARg SRC2 recr 6.2, bIAP inh -6.4, TNAP inh noacc -1.6, SRC2 TRFRET art 1755, TNAP act hiacc 1 and TNAP inh hiacc -4.5.
`O=C1NCCCC2c3cc(O)c4ccccc4c3OC12N1CCCCC1` (centres undefined) gave HMGR II inh -7.5, PPARg SRC1 recr 0.5, bIAP act 0.9, PPARg SRC3 recr 12.3, PPARg SRC2 recr 9.8, bIAP inh 14.4, TNAP inh noacc -7.3, SRC2 TRFRET art 1510, TNAP act hiacc 1 and TNAP inh hiacc -3.0.
Screening CC(Cc1cccs1)NC(=S)Nc1ccccc1 (centres undefined) returned HMGR II inh -9.1, PPARg SRC1 recr 8.6, bIAP act 1, PPARg SRC3 recr 7.6, PPARg SRC2 recr 6.3, bIAP inh 4.8, TNAP inh noacc -5.7, SRC2 TRFRET art 1576, TNAP act hiacc 1.1 and TNAP inh hiacc -5.7.
Screening COc1ccc(NC(=O)Nc2ccc(C)cc2Br)c(OC)c1 returned HMGR II inh -0.1, PPARg SRC1 recr 6.0, bIAP act 0.8, PPARg SRC3 recr 0.9, PPARg SRC2 recr -3.2, bIAP inh 16.0, TNAP inh noacc -13.6, SRC2 TRFRET art 1534, TNAP act hiacc 1 and TNAP inh hiacc -4.7.
O=C(COC(=O)c1ccc(CNS(=O)(=O)c2ccc(F)c(Cl)c2)cc1)NCC1CCCCC1 was read as HMGR II inh 0.0, PPARg SRC1 recr -4.0, bIAP act 0.9, PPARg SRC3 recr 5.2, PPARg SRC2 recr 10.6, bIAP inh 5.0, TNAP inh noacc 3.2, SRC2 TRFRET art 1692, TNAP act hiacc 1 and TNAP inh hiacc -1.3.
Screening O=C(NCCc1nc2ccccc2[nH]1)/C(=C/c1ccc2c(c1)OCO2)NC(=O)c1ccc(Cl)cc1Cl returned HMGR II inh -2.1, PPARg SRC1 recr -1.5, bIAP act 1, PPARg SRC3 recr -0.9, PPARg SRC2 recr 7.7, bIAP inh 0.4, TNAP inh noacc -11.0, SRC2 TRFRET art 1659, TNAP act hiacc 1.1 and TNAP inh hiacc -9.1.
`COc1ccc(Cl)cc1NC(=S)N1CCN(c2ncccn2)CC1` gave HMGR II inh -0.7, PPARg SRC1 recr -4.4, bIAP act 1, PPARg SRC3 recr 1.2, PPARg SRC2 recr -4.7, bIAP inh -3.5, TNAP inh noacc -6.3, SRC2 TRFRET art 1599, TNAP act hiacc 1 and TNAP inh hiacc -2.8.
COC(=O)Cc1cc(=O)[nH]c(/N=C(\N)Nc2ccc(C(C)C)cc2)n1 was read as HMGR II inh 5.1, PPARg SRC1 recr 1.9, bIAP act 1, PPARg SRC3 recr 5.3, PPARg SRC2 recr 0.6, bIAP inh -2.6, TNAP inh noacc -9.3, SRC2 TRFRET art 1585, TNAP act hiacc 1 and TNAP inh hiacc -2.9.
For COc1cc2c(cc1NC(=O)c1ccc3c(c1)OCO3)oc1ccccc12 the results were HMGR II inh -0.8, PPARg SRC1 recr -8.5, bIAP act 0.8, PPARg SRC3 recr 4.0, PPARg SRC2 recr -4.0, bIAP inh 18.9, TNAP inh noacc -10.2, SRC2 TRFRET art 1580, TNAP act hiacc 1.1 and TNAP inh hiacc -6.6.
Cc1ccc(NC(=O)NCC2CCN(Cc3cc(C)ccc3Cl)CC2)c(C)c1 was read as HMGR II inh -4.8, PPARg SRC1 recr 7.4, bIAP act 1.1, PPARg SRC3 recr 0.4, PPARg SRC2 recr 3.5, bIAP inh -9.1, TNAP inh noacc -103.9, SRC2 TRFRET art 1572, TNAP act hiacc 1.1 and TNAP inh hiacc -12.3.
For CCOc1ccc(NC(=O)Nc2nnc(CC(=O)NCc3ccccc3)s2)cc1 the results were HMGR II inh -5.1, PPARg SRC1 recr 4.1, bIAP act 1.3, PPARg SRC3 recr 3.7, PPARg SRC2 recr 1.8, bIAP inh -28.6, TNAP inh noacc -3.3, SRC2 TRFRET art 1642, TNAP act hiacc 1 and TNAP inh hiacc -2.2.
Screening Cn1c(=O)c2c(ncn2CCCc2ccccc2)n(C)c1=O returned HMGR II inh 1.8, PPARg SRC1 recr 4.3, bIAP act 0.9, PPARg SRC3 recr 8.8, PPARg SRC2 recr 1.5, bIAP inh 6.5, TNAP inh noacc -17.5, SRC2 TRFRET art 1457, TNAP act hiacc 1.1 and TNAP inh hiacc -5.9.
For CCCCCn1nc(C)c2c(C)cc(=O)[nH]c21 the results were HMGR II inh -1.9, PPARg SRC1 recr -8.9, bIAP act 1.2, PPARg SRC3 recr 0.1, PPARg SRC2 recr 0.6, bIAP inh -20.4, TNAP inh noacc -2.4, SRC2 TRFRET art 1455, TNAP act hiacc 1 and TNAP inh hiacc 2.2.
For COc1cccc(-c2nnc(SCC(=O)Nc3cc(C)on3)o2)c1 the results were HMGR II inh -8.2, PPARg SRC1 recr -1.0, bIAP act 1, PPARg SRC3 recr 6.8, PPARg SRC2 recr -0.1, bIAP inh 2.1, TNAP inh noacc -14.6, SRC2 TRFRET art 1504, TNAP act hiacc 1.1 and TNAP inh hiacc -5.9.
`CC1=C(C(=O)Nc2ccc(F)cc2)C(c2ccc(C)o2)C2=C(CC(C)(C)CC2=O)N1` (centres undefined) gave HMGR II inh -2.8, PPARg SRC1 recr 2.9, bIAP act 1, PPARg SRC3 recr 2.3, PPARg SRC2 recr 5.5, bIAP inh 1.2, TNAP inh noacc -8.6, SRC2 TRFRET art 1439, TNAP act hiacc 1 and TNAP inh hiacc 0.0.
For CCCn1nnc(NC(=O)c2cccc(OCC(C)C)c2)n1 the results were HMGR II inh 0.9, PPARg SRC1 recr 8.8, bIAP act 0.9, PPARg SRC3 recr -1.1, PPARg SRC2 recr 7.2, bIAP inh 10.1, TNAP inh noacc -10.3, SRC2 TRFRET art 1824, TNAP act hiacc 1 and TNAP inh hiacc -4.9.
Screening CCN(CC)CCN1C(=O)c2oc3ccccc3c(=O)c2C1c1ccccc1 (centres undefined) returned HMGR II inh -12.3, PPARg SRC1 recr -9.8, bIAP act 1.1, PPARg SRC3 recr -9.2, PPARg SRC2 recr -2.9, bIAP inh -6.2, TNAP inh noacc -6.7, SRC2 TRFRET art 1379, TNAP act hiacc 1 and TNAP inh hiacc 1.6.
For C=CCn1c(C)cc(C(=O)COc2ccc(S(=O)(=O)N3CCCC3)cc2[N+](=O)[O-])c1C the results were HMGR II inh -4.2, PPARg SRC1 recr 3.3, bIAP act 0.9, PPARg SRC3 recr 8.3, PPARg SRC2 recr 7.5, bIAP inh 7.7, TNAP inh noacc -3.7, SRC2 TRFRET art 1848, TNAP act hiacc 1 and TNAP inh hiacc 0.3.
Screening CC1=CC(C)C2(CO)COC(c3cccnc3)C1C2C (centres undefined) returned HMGR II inh 0.2, PPARg SRC1 recr 2.0, bIAP act 0.9, PPARg SRC3 recr 4.7, PPARg SRC2 recr 2.1, bIAP inh 5.7, TNAP inh noacc 0.1, SRC2 TRFRET art 1513, TNAP act hiacc 1 and TNAP inh hiacc 2.3.
COc1ccc(CNC(=O)C(=O)NCC2OCCN2S(=O)(=O)c2ccc3c(c2)OCCO3)cc1 (centres undefined) was read as HMGR II inh 2.1, PPARg SRC1 recr 2.4, bIAP act 0.9, PPARg SRC3 recr 1.2, PPARg SRC2 recr 1.6, bIAP inh 12.3, TNAP inh noacc -2.1, SRC2 TRFRET art 1537, TNAP act hiacc 1 and TNAP inh hiacc -0.4.
Cc1cc2oc(=O)cc(CN3CCCCC3)c2cc1C(C)C was read as HMGR II inh 0.2, PPARg SRC1 recr 3.9, bIAP act 0.9, PPARg SRC3 recr 2.0, PPARg SRC2 recr 1.5, bIAP inh 11.8, TNAP inh noacc -7.1, SRC2 TRFRET art 1615, TNAP act hiacc 1 and TNAP inh hiacc -0.3.
O=C1CN(C(=O)CCCc2c[nH]c3ccccc23)c2ccccc2N1 was read as HMGR II inh -2.3, PPARg SRC1 recr -1.2, bIAP act 0.9, PPARg SRC3 recr 6.7, PPARg SRC2 recr 6.2, bIAP inh 12.1, TNAP inh noacc -14.1, SRC2 TRFRET art 1629, TNAP act hiacc 1.1 and TNAP inh hiacc -5.4.

Part of the list above in order of length of the SMILES, descending:
Screening C=CCNC(=S)N1CCN(CCN=Cc2c(C)[nH]n(-c3ccc([N+](=O)[O-])cc3)c2=O)CC1 returned HMGR II inh -3.2, PPARg SRC1 recr 0.1, bIAP act 1.1, PPARg SRC3 recr 2.6, PPARg SRC2 recr 6.2, bIAP inh -6.4, TNAP inh noacc -1.6, SRC2 TRFRET art 1755, TNAP act hiacc 1 and TNAP inh hiacc -4.5.
Screening CCN(CC)CCN1C(=O)c2oc3ccccc3c(=O)c2C1c1ccccc1 (centres undefined) returned HMGR II inh -12.3, PPARg SRC1 recr -9.8, bIAP act 1.1, PPARg SRC3 recr -9.2, PPARg SRC2 recr -2.9, bIAP inh -6.2, TNAP inh noacc -6.7, SRC2 TRFRET art 1379, TNAP act hiacc 1 and TNAP inh hiacc 1.6.
`O=C1NCCCC2c3cc(O)c4ccccc4c3OC12N1CCCCC1` (centres undefined) gave HMGR II inh -7.5, PPARg SRC1 recr 0.5, bIAP act 0.9, PPARg SRC3 recr 12.3, PPARg SRC2 recr 9.8, bIAP inh 14.4, TNAP inh noacc -7.3, SRC2 TRFRET art 1510, TNAP act hiacc 1 and TNAP inh hiacc -3.0.
